# Compound activity as filed in PubChem BioAssay.
# HCV inh – blocks hepatitis C virus; Huh7.5.1 HCVcc-Cre infection, luciferase reporter, 44 h; Potency, µM (top dose mostly 41.8 µM), without a hit: at the top dose activity change, negative = inhibition, actives largely listed as inhibitors; 340,000 compounds, 3.4% hits; AID 651820; note: potency is the fitted concentration of half-maximal effect
#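 Cells seeded at 1,000/well and cultured 4 h, then compounds added followed by HCVcc-Cre virus (~0.5 moi). After 44 h further culture, luciferase substrate was added, plates held 15 min at room temperature, and luminescence read for 15 sec.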
# HCMV antiviral – human cytomegalovirus inhibition; HFF cells, HCMV-luciferase reporter, 72 h; active compounds read low; activity change, negative = inhibition, % at 57.5 µM; 410,000 compounds, 4.5% hits; in the data active = activity change below about -60%; inconclusive = no clear call, values can overlap the other calls; inactive = above about -39%
#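 Two-dose cell screen: HFF monolayers treated with compounds and infected with luciferase-expressing HCMV at 1 PFU/cell, 72 h at 37C, then lysed for luciferase measurement.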
# AmpC inh no detg – AmpC beta-lactamase inhibition without detergent; P00811; AmpC nitrocefin hydrolysis, absorbance 480 nm, 0.0001% Triton; Potency, µM (doses to about 57.1 µM), for inactives: at the top dose activity change, negative = inhibition, actives largely listed as inhibitors; 330,000 compounds, 0.52% hits; AID 485341;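 note: potency is the fitted concentration of half-maximal effect; plate controls were no compound for no effect and no enzyme for full effect; nearly all actives have a fitted effect of over 20% in size; some results filed as inactive show a strong effect at the top dose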
# Target sequence (P00811 whole entry, looked up): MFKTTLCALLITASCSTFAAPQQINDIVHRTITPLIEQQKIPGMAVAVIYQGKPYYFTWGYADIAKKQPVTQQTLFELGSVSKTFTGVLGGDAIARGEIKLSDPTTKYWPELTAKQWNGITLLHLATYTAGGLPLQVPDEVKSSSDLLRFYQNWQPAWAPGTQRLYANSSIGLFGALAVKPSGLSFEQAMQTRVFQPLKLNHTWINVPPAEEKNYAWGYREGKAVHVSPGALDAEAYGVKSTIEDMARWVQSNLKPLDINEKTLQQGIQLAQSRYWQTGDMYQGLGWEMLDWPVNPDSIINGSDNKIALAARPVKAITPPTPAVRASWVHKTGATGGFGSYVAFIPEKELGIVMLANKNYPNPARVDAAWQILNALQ
#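 20 mM phosphate pH 7.0 + 0.01% (detergent screen) or 0.0001% Triton X-100; 5.3 nM AmpC reagent; cpd preinc 15 min RT; nitrocefin (800 uM stock) to start; A480 q20 s × 4 min; Activity was normalised to no-enzyme and no-compound control wells.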
# AMA1-RON2 inh – disrupts binding of P. falciparum AMA1 to RON2. AID 720542. 360,000 compounds, 0.2% hits. AlphaScreen AMA1-biotinylated RON2 peptide binding. Potency, µM (top dose mostly 58.2 µM), for inactives: at the top dose activity change, negative = inhibition, usual class: inhibitors;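 note: potency is the fitted concentration of half-maximal effect; 0% = vehicle wells and -100% = peptide control; nearly all actives have a fitted effect of over 45% in size; some results filed as inactive show a strong effect at the top dose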
#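 AMA1 (3D7) with his tag at 25 nM final met compounds first, then biotinylated RON2 peptide at 25 nM; detection used donor plus acceptor beads, 10 µg/mL apiece, read by AlphaScreen after 30 min at room temperature.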
# AmpC inh detg – blocks E. coli AmpC beta-lactamase in detergent assay; P00811; AmpC hydrolysis of nitrocefin, absorbance 480 nm, 0.01% Triton; Potency, µM (highest dose often 114 µM), without a hit: at the top dose activity change, negative = inhibition, most hits filed as inhibitors; 370,000 compounds, 0.041% hits; AID 485294;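 note: potency is the fitted concentration of half-maximal effect; 0% = no-compound wells and -100% = no-enzyme wells; nearly all actives have a fitted effect of over 25% in size; some results filed as inactive show a strong effect at the top dose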
#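 20 mM phosphate pH 7.0 + 0.01% (detergent screen) or 0.0001% Triton X-100; 5.3 nM AmpC reagent; cpd preinc 15 min RT; nitrocefin (800 uM stock) to start; A480 q20 s × 4 min; Activity was normalised to no-enzyme and no-compound control wells.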
# Tb PYK inh – blocks Trypanosoma brucei pyruvate kinase | TbPYK enzyme, Kinase-Glo Plus ATP luminescence, 45 min | Potency, µM (titrated, usually from 76.8 µM), for the others: at the highest dose activity, negative = inhibition, usual class: inhibitors | 410,000 compounds, 0.12% hits | AID 624173; note: potency is the fitted concentration of half-maximal effect; nearly all actives have a fitted effect of over 50% in size
#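 Activity of T. brucei pyruvate kinase was followed by Kinase-Glo Plus luminescence after the enzyme reacted 45 min at room temperature with 130 uM ADP (final) and substrate. Test compounds were added before ADP at multiple concentrations.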
# LmPK inhibitor – inhibitors of Leishmania mexicana pyruvate kinase; purified LmPK, Kinase-Glo ATP luminescence, 1 h; Potency, µM (titrated, usually from 57.5 µM), for the others: at the top dose activity change, negative = inhibition, usual class: inhibitors; 290,000 compounds, 0.37% hits; AID 1721; note: potency is the fitted concentration of half-maximal effect
# Target sequence (Q27686 whole entry, looked up): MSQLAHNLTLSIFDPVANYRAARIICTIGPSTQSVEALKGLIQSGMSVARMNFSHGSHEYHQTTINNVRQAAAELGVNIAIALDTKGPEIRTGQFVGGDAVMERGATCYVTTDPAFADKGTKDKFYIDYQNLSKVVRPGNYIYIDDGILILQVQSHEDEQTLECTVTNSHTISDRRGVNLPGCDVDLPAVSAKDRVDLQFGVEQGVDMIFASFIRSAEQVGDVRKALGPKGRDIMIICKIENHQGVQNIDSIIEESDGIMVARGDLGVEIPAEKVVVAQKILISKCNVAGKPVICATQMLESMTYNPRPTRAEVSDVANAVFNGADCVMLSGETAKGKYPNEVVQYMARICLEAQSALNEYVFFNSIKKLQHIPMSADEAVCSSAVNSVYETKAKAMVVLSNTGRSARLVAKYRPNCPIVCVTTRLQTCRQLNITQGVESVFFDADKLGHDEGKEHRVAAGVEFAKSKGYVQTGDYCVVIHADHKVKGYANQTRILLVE
#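 Pyruvate kinase activity monitored as ATP production (luciferase luminescence). Conditions: 0.1 nM enzyme, 0.5 mM PEP, 0.1 mM ADP, 1 h, RT; normalized against uninhibited and no-enzyme wells.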
# * hit, by the source's call; ? = inconclusive; . = no result given; [ ] = another dose, or the depositor's remark. Unless noted, calls come from the whole dose curve; as a rule, active = well fitted curve in the direction sought with a large enough effect; inconclusive = small, poorly fitted or top-dose-only effect, or another doubt; inactive = no such curve, though single readings can be large; an effect the other way counts as inactive or inconclusive. Unless noted, % is set by controls: 0 for no effect and ±100 for the full control effect.
Compound | HCV inh | HCMV antiviral | AmpC inh no detg | AMA1-RON2 inh | AmpC inh detg | Tb PYK inh | LmPK inhibitor
CCC(C)(C(=O)NC1CCCCC1)N(Cc1ccco1)C(=O)c1ccccn1 (stereo not drawn) | -3% | 9 | -12% | 25% | -1% | -16% | -7%
Cc1ccc(-n2nc(C(=O)N3CCN(c4cccc(C(F)(F)F)c4)CC3)c3c4ccccc4n(C)c3c2=O)cc1 | . | 25 | . | . | 0% | -5% | .
Cc1cccc(OCC(=O)OCc2cc(=O)n3nc(C4CC4)sc3n2)c1 | . | 13 | . | . | 0% | -2% | .
CCC(=O)N1CCC(C)(C(=O)NCc2ccc(F)cc2)C1 (stereo not drawn) | . | -19 | . | -1% | . | -3% | .
O=[N+]([O-])c1ccc(/C=C/C2=NN(c3ccccc3)C(c3ccco3)C2)o1 (stereo not drawn) | ? | 1 | -32% | -19% | 3% | -19% | -3%
c1cncc(-c2nc(NCc3ccco3)c3ccccc3n2)c1 | 10µM* | 35 | -50% | 7% | 0% | 6% | -7%
N#Cc1nc(Cc2ccccc2)oc1N1CCN(c2cccc(Cl)c2)CC1 | -9% | 19 | -27% | -23% | ? | 0% | 4%
O=C(Nc1nccs1)c1nc(-c2ccccc2)n(-c2ccccc2)n1 | -12% | 2 | -31% | 12% | -18% | 1% | 4%
CC(CCO)Nc1nc2c([nH]1)c(=O)n(C)c(=O)n2C (stereo not drawn) | 15% | 47 | -6% | -4% | -14% | 0% | -4%
O=C(ONC(=O)C1C2C=CC(C2)C1C(=O)NOC(=O)c1ccccc1)c1ccccc1 (stereo not drawn) | ? | -30 | . | 86%[activator] | . | 4% | .
CCCNc1ccc(-c2nc(-c3ccncc3)no2)cc1[N+](=O)[O-] | . | 5 | . | . | 3% | -4% | .
NCCCn1cnc2ccccc21 | -3% | 0 | -18% | 18% | ? | -2% | 1%
O=C1CN(C(=O)/C=C/c2ccc(Br)cc2)CCN1 | 0% | -15 | -7% | -3% | 1% | 2% | -1%
CCN(CC(=O)Nc1cc(Cl)ccc1C)C(=O)C1COc2ccccc2O1 (stereo not drawn) | -7% | -1 | -9% | 7% | 0% | -4% | .
CCOc1ccc(NC(=O)CSc2nc(N3CCOCC3)nc(N3CCOCC3)n2)cc1 | ? | 46 | 1% | 7% | 2% | -8% | -10%
O=C(CSc1nccn1Cc1ccccc1)Nc1ccc2c(c1)OCO2 | . | 7 | . | . | 1% | 4% | .
COc1ccc(S(=O)(=O)N(Cc2cc3cc(C)ccc3[nH]c2=O)CC2CCCO2)cc1 (stereo not drawn) | 1% | -14 | -4% | -6% | 2% | 5% | 0%
O=C(COC(=O)c1ccc(CO)cc1)Nc1ccc2ccccc2c1 | 5% | 22 | -9% | -1% | -18% | -2% | .
CC1(C)NC(=O)N(CC(=O)OCC(=O)c2ccc(Cl)s2)C1=O | 4% | -3 | -19% | 11% | . | -3% | .
COc1ccc(OC)c(Nc2nc(NCc3ccco3)c3ccccc3n2)c1 | 11µM* | ? | -32% | ? | -7% | 3% | 2%

# Compound profiles (already shown). Values in the order: HCV inh	HCMV antiviral	AmpC inh no detg	AMA1-RON2 inh	AmpC inh detg	Tb PYK inh	LmPK inhibitor
# Shown for COc1ccc(OC)c(Nc2nc(NCc3ccco3)c3ccccc3n2)c1 = 11µM*	?	-32%	?	-7%	3%	2%
# Shown for O=[N+]([O-])c1ccc(/C=C/C2=NN(c3ccccc3)C(c3ccco3)C2)o1 (stereo not drawn) = ?	1	-32%	-19%	3%	-19%	-3%
# Shown for NCCCn1cnc2ccccc21 = -3%	0	-18%	18%	?	-2%	1%
# Shown for O=C(ONC(=O)C1C2C=CC(C2)C1C(=O)NOC(=O)c1ccccc1)c1ccccc1 (stereo not drawn) = ?	-30	.	86%[activator]	.	4%	.
# Shown for CCN(CC(=O)Nc1cc(Cl)ccc1C)C(=O)C1COc2ccccc2O1 (stereo not drawn) = -7%	-1	-9%	7%	0%	-4%	.

# More records:
Compound | HCV inh | HCMV antiviral | AmpC inh no detg | AMA1-RON2 inh | AmpC inh detg | Tb PYK inh | LmPK inhibitor
Cc1ccc(Cn2nnc3c(=O)[nH]c(C(=O)NCc4ccco4)nc32)cc1 | 25% | -22 | -35% | 40%[activator] | ? | 12% | -1%
COc1ccc(NS(=O)(=O)c2cccc(C(=O)N3CCCCCCC3)c2)cc1 | 4% | ? | -18% | 75%[activator] | 6% | -9% | .
O=S(=O)(c1ccccc1)N(Cc1nc(-c2ccccc2)no1)C1CCCCC1 | ? | -13 | -24% | -3% | -17% | -3% | 4%
Cc1ccccc1Oc1cccc(C(=O)/C(C#N)=C/N(C)C)c1 | -5% | 39 | -28% | -1% | 0% | 1% | 4%
COc1ccc(-n2cc(-c3ccccc3)nc2SCC(=O)Nc2ccccc2)cc1Cl | . | -4 | . | . | 12% | -7% | .
CC(C)(C)N1C(=O)[C@H]2[C@@H](c3ccc(Br)cc3)N3C(=O)N(c4ccccc4)C(=O)[C@@]3(Cc3ccccc3)[C@H]2C1=O | -2% | -33 | 23% | -5% | -1% | -1% | .
O=c1oc2ccccc2c2c1SC(C(F)(F)F)C2 (stereo not drawn) | ? | -8 | -16% | 1% | -2% | 3% | 0%
CN(CC(=O)NCCc1ccc(F)cc1)Cc1ccc(Br)cc1 | 6% | -12 | 101%[activator] | -2% | -13% | -3% | 1%
COc1ccccc1CNC(=O)c1ccc(C)c(-n2cnc3cccnc32)c1 | . | 0 | . | . | 4% | 4%[15.4 µM] | .
COc1ccc(-c2nnc(C3CCN(S(=O)(=O)c4ccc(C)c(C)c4)CC3)o2)cc1 | . | 20 | . | . | -3% | -2% | .
Cc1ccc(C(=O)Oc2coc(CSc3nnc(NC(=O)c4cccs4)s3)cc2=O)cc1 | 4% | 8 | -29% | -6% | 7% | 1% | -2%
CCOc1ccc(-c2nonc2NC(=O)c2oc3ccc(Cl)cc3c2C)cc1 | . | -38 | . | . | 27% | 0% | .
Cc1ccc(OCc2nc(-c3ccc(C(=O)NCCc4ccc(S(N)(=O)=O)cc4)cc3)oc2C)cc1 | . | -3 | . | . | 9% | 3% | .
O=S(=O)(c1ccccc1)c1nc(-c2ccco2)oc1NCc1ccccc1 | 10% | -28 | -40% | -10% | ? | 0% | 4%
CC(C)C[C@H]1CNC(=S)N1CC1CCCN1C[C@H](Cc1ccccc1)N1C[C@H](Cc2ccc(O)cc2)N(CC2CCCCC2)C1=S (stereo partly drawn) | 10µM* | 8 | . | 17% | . | -3% | .
COc1ccccc1/C=N/n1cnnc1 | ? | -14 | -11% | -2% | 13% | 2% | 0%
CN(C)c1ccc(CNc2ccc3c(c2)ncn3C)cc1 | ? | -102* | 5% | 27µM* | ? | -30% | 0%
O=C(O)c1ccc2c(=O)n(-c3ccccc3)c(=S)[nH]c2c1 | ? | -13 | -15% | 13% | 0% | 4% | 0%
c1ccc(CSCc2ccccc2)cc1 | 11% | -36 | -23% | 2% | ? | 7% | .
COc1ccc(S(=O)(=O)N2CCOCC2)cc1NC(=O)/C=C/c1ccccc1 | ? | -20 | 26% | -1% | -2% | -1% | .

# In the list so far, these have a nitro group on carbon.
Compound | HCV inh | HCMV antiviral | AmpC inh no detg | AMA1-RON2 inh | AmpC inh detg | Tb PYK inh | LmPK inhibitor
O=[N+]([O-])c1ccc(/C=C/C2=NN(c3ccccc3)C(c3ccco3)C2)o1 (stereo not drawn) | ? | 1 | -32% | -19% | 3% | -19% | -3%
CCCNc1ccc(-c2nc(-c3ccncc3)no2)cc1[N+](=O)[O-] | . | 5 | . | . | 3% | -4% | .

# The listing continues:
molecule	HCV inh	HCMV antiviral	AmpC inh no detg	AMA1-RON2 inh	AmpC inh detg	Tb PYK inh	LmPK inhibitor
CC(C)(C)C1=CC(=Nc2ccccc2N)C=C(C(C)(C)C)C1=O	-22%	-7	-10%	11µM*	?	-28%	-4%
Cc1ccc2nsnc2c1S(=O)(=O)N(Cc1ccco1)Cc1cc2ccc(C)c(C)c2[nH]c1=O	2%	-85*	7%	12%	-14%	-5%	1%
CCc1cc(C(=O)Nc2cc(S(=O)(=O)N3CCOCC3)ccc2N2CCN(CC)CC2)sc1C	-23%	-1	.	4%	.	1%	.
Cc1ccc(S(=O)(=O)C(C#N)c2nc3ccccc3nc2N2CCN(C)CC2)cc1 (stereo not drawn)	23%	-16	106%[activator]	8%	-14%	0%	1%
CCOc1ccc2nc(N3CCCC(C(=O)Nc4ccc(Br)c(C)c4)C3)sc2c1 (stereo not drawn)	.	24	.	.	-3%	-3%	.
O=P(c1ccccc1)(c1ccccc1)N1CCCCC1	?	23	-1%	-2%	?	-7%	0%
CC(=O)Nc1cccc(OC(=O)N2CCOCC2)c1	5%	-21	-16%	9%	?	-5%	-3%
CCN(CC(=O)Nc1ccc(OC)cc1)C(=O)c1ccc([N+](=O)[O-])cc1	9%	-26	-11%	8%	3%	-23%	5%
Cc1ccc(S(=O)(=O)N(C)CC(=O)N2CCC(C(N)=O)CC2)cc1	9%	-9	-13%	-13%	-6%	-4%	1%
COc1ccc(C2CC(c3ccccc3)=NN2S(=O)(=O)c2ccc(C)cc2)c(OC)c1 (stereo not drawn)	?	-63*	-3%	2%[2.32 µM]	-10%	-2%	-5%
CCCCSc1nnc(CCNC(=O)OC(C)(C)C)o1	13%	27	1%	20%	0%	-1%	1%
CC(=O)CC(C)(C)Nc1nc2ccc([N+](=O)[O-])cc2o1	-11%	30	-9%	2%	2%	-3%	0%
CCOc1ccc(NC(=S)N2CCN(CCN3C(=O)c4cccc5cccc(c45)C3=O)CC2)cc1	?	36	-3%	-4%	-4%	-1%	-1%
CCOC(=O)[C@H]1[C@H]2COc3cc(OC)ccc3[C@@H]2N2C(=O)CN(Cc3ccco3)C(=O)[C@@]12C	18%	-28	57%	9%	-9%	-15%	.
COc1ccc2oc(CS(=O)c3ccccc3)c(C(=O)O)c2c1 (stereo not drawn)	14%	-18	-9%	11%	?	3%	-4%
CC(C)(C)S(=O)(=O)N1C[C@H]2CC/C=C\C/C=C\2[C@@H]1CCO	.	0	.	-4%	.	-3%	.
